# LDHA block: qHTS assay for inhibitors of human lactate dehydrogenase; L-lactate dehydrogenase A chain (Homo sapiens), P00338; purified LDHA, NADH/diaphorase-resazurin fluorescence; hits give low values; activity change, % (values are at about 110 or 230 µM); 0.15% of 480,000 active; AID 1347041, 2019; in the data active = activity change below about -30%;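 note: plate controls were DMSO wells for no effect and wells without enzyme for full effect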
#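 Remaining NADH was detected by diaphorase (0.133 mg/mL) converting 37 µM resazurin to fluorescent resorufin, read at 0 and 20 minutes. The preceding 5-minute room-temperature reaction used 2 nM LDHA, 0.2 mM sodium pyruvate and 0.06 mM NADH at pH 7.4.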
# The depositor's hits bear a star. An excerpt, so the mix of outcomes need not match the whole.
SMILES,LDHA block
O=C(NC1CCCCC1)c1nc[nH]c1C(=O)NCC1CC1,-4
O=C(NC1CCc2ccccc21)c1ccc2ccccc2n1 (centres undefined),-1
COC(=O)[C@@]1(Sc2ccc(C)cc2)CC(=O)N(c2ccc3c(ccn3C)c2)[C@@H]1c1ccccc1,3
O=C1NC[C@@H](CCCCN2C[C@H](Cc3ccccc3)N(CCC3CCCCC3)C(=O)C2=O)N(Cc2ccccc2)C1=O,0
O=C(O)c1ccc(CCO)s1,5
Nc1nccnc1C(=O)NCC(=O)OCc1ccccc1,2
COc1cc2c(cc1OC)/C(=C/S(=O)(=O)c1cccc(C)c1)NCC2,0
CCOc1cc(CNC(=O)c2ncoc2-c2cccs2)cc(OCC)c1OCC,-4
O=C(c1cn(-c2ccccc2Br)nn1)N1CCc2ccccc2C1,5
Cc1ccc(-c2cc3c(=O)n(CC(=O)Nc4ccc(F)cc4C)ccn3n2)cc1,-8
NC(=O)CN1CCC(c2nc3ccccc3o2)CC1,8
CCCCN(CC)C(=O)c1ccc2nc(C)c(C)nc2c1,-22
CC(C(=O)NC(C)(C)C)n1c(-c2ccc3c(c2)OCO3)nc2ccccc21 (centres undefined),-3
FC(F)Sc1ccc(NC(=S)NCCCc2ccccc2)cc1,0
Brc1ccccc1/C=N/Nc1nncc2ccccc12,-4
CCCCCCC(=O)NNC(=O)NCCCC,-1
CN(C)S(=O)(=O)c1ccc(Cl)c2ccccc12,3
O=C1CC(/C=C/c2ccccc2)Cc2nc(N3CCCC3)ncc21 (centres undefined),11
CCOC(=O)c1ccc(NC(=O)C2CC(=O)Nc3ncnn32)cc1 (centres undefined),1
COc1ccc(-c2cc(NC(=O)CC3Sc4ccccc4NC3=O)ccc2OC)cc1 (centres undefined),-1
COc1ccc(-c2nc3cc(C)c(Br)c(C)n3c2Cc2ccsc2)cc1OC,5
N#Cc1ccsc1NC(=O)CSc1nnc(-c2ccccc2Cl)n1C1CCCC1,-4
CN=c1scc(-c2cccs2)n1/N=C/c1ccccc1,8
COc1ccccc1NC(=O)Nc1nnc(CC(=O)Nc2ccccc2)s1,4
CCOC(=O)[C@]12CCCC=C1N(Cc1ccc(Cl)cc1Cl)C(=O)[C@H](CC(=O)NCc1cccs1)C2,1
SMILES,LDHA block
CCN(Cc1ccc(Cl)s1)C(=O)c1[nH]c2c(c1C)C(=O)CC(C)(C)C2,-11
CCc1ccc(/C=C/C(=O)O)cc1,8
Cc1cc(C(C#N)c2ccc(Cl)cc2)c(Cl)cc1NC(=O)CCc1ccccc1 (centres undefined),6
C/C=C/C=C/C(=O)N1CCN(CC(F)(F)F)CC1,0
O=[N+]([O-])c1cc(S(=O)(=O)Nc2ccccc2)ccc1N/N=C/c1c(F)c(F)c(F)c(F)c1F,12
CCCCn1c(=O)n(CC(=O)c2cc(C)n(C)c2C)c(=O)c2c1ncn2Cc1ccccc1,0
CCNc1cccc(C)c1C,5
CCOc1cc(CN2CCCCCC2c2cccc(F)c2)ccc1OCC(N)=O (centres undefined),7
CCCCCCCCN1C(=O)[C@H](CC(=O)N2CCN(C(=O)OCC)CC2)C[C@@]2(C(=O)OCC)CCCC=C12,4
COc1ccc(C(=O)Oc2ccc3c(=O)c(-c4ccc(OC)c(OC)c4)c(C)oc3c2)cc1OC,-6
Cc1ccc2c(=O)cc(C(=O)N(Cc3ccccc3)Cc3ccco3)oc2c1C,0
CCCCCCCCN1C(=O)[C@H](CC(=O)NCC2CCCCC2)C[C@@]2(C(=O)OCC)CCC=C12,3
CCCN1CCC(N(C)C(=O)Nc2ccc(F)cc2F)CC1,5
CCOc1ccc(S(=O)(=O)Nc2cccc(-c3nnc4n3CCCCC4)c2)cc1,7
CCc1nc(N2CCN(C(=O)CN3CCN(C)CC3)CC2)c(C#N)c2c1COC(C)(C)C2,6
COc1ccc(N2CC(C(=O)Nc3ccccc3C(=O)N3CCOCC3)CC2=O)cc1 (centres undefined),0
O=C(OCc1ccccc1Br)c1cc2ccccc2[nH]1,8
CC1CCN(S(=O)(=O)c2ccc(NC(=O)Cn3cnc4c3c(=O)n(C)c(=O)n4C)cc2)CC1,-8
O=C(CSc1nccn1Cc1ccccc1Cl)Nc1cccc(F)c1,2
Cc1ccc(-c2nc(C(=O)N3CCN(C(C#N)c4ccc(F)cc4)CC3)cs2)cc1 (centres undefined),6
CCCCn1c(=O)[nH]c(=O)c2c1nc(CSc1nnnn1-c1ccc(C)cc1)n2CC,0
CCC(C)c1ccc2oc(-c3ccc(Cl)c(NC(C)=O)c3)nc2c1 (centres undefined),2
Cc1cc2oc(=O)cc(CN3CCN(c4ccc(F)cc4)CC3)c2cc1O,-21
O=C(NCCCO)C(O)(c1ccccc1)c1ccccc1,-3
O/N=C/c1ccc(-n2ccnc2)cc1,-1
SMILES,LDHA block
Cc1ccc(C(=O)C(C)OC(=O)C23CC4CC(CC(O)(C4)C2)C3)cc1C (centres undefined),-2
CCC(C)NC(=O)CSc1nc(-c2ccccc2)cc(C(F)(F)F)n1 (centres undefined),8
O=C(O)CNCc1ccc(F)cc1,-10
Cc1oc2cc(OCC(=O)Nc3ccccc3F)ccc2c(=O)c1Oc1ccccc1,-2
CNc1oc(-c2ccco2)nc1S(=O)(=O)c1ccccc1,5
Fc1nc(F)c(F)c(Sc2cccc3cccnc23)c1F,0
COc1ccc(OC)c(C(=O)OCc2nc3ccccc3o2)c1,1
CC1CCN(S(=O)(=O)c2ccc(C(=O)Nc3nc(-c4ccccc4)cs3)cc2)CC1,-3
Cc1nn(-c2ccc(Cl)nn2)c2c1C(c1cccc3nccnc13)CC(=O)N2 (centres undefined),2
COc1ccccc1NC(=O)c1c(-n2cnnn2)sc(C)c1C,1
COc1cc(OC)c(NC(=O)NC(C(=O)N2CCc3ccccc32)C(C)C)cc1Cl (centres undefined),7
O=C(C1CCC1)N(CCc1ccccc1)Cc1ccncc1,-17
CC(C)CC(=O)n1nc(-c2ccco2)nc1NCc1cccs1,15
COCCn1c(CN2CCC(C(N)=O)CC2)nc2c1c(=O)n(C)c(=O)n2C,-2
Cc1nn(CCC(=O)NCc2cccnc2)c(=O)c2nn(-c3ccccc3)c(C)c12,-4
COc1ccc2[nH]c(=O)c(CN(C(=O)c3cccnc3)C3CCCCC3)cc2c1,9
Cc1sc2nc(NCC(C)O)n3nc(-c4ccco4)nc3c2c1C (centres undefined),9
CCN(CC1CCOC1)C(=O)C=C(C)C (centres undefined),3
Cn1ccnc1C(O)(CC(=O)Nc1ccccc1)C(F)(F)F (centres undefined),-5
CC(C)CN1CCOC(CNC(=O)N2CCN(S(=O)(=O)c3ccc4c(c3)CCCC4)CC2)C1 (centres undefined),-8
C=CCN(CC(=O)NC(N)=O)Cc1ccc(OC)cc1,-7
Nc1ccc2c(c1)C(=O)NC2,-2
O=C(NCc1ccncc1)c1cc(-c2ccncc2)nc2ccccc12,-6
N#CCCC(C#N)Cn1nc(-c2ccc(F)cc2)c2ccccc2c1=O (centres undefined),2
Cc1ccc(CNCCN2CCCC2)cc1,-5

# Of the compounds above, 15 have fluorine:
SMILES,LDHA block
Cc1ccc(-c2cc3c(=O)n(CC(=O)Nc4ccc(F)cc4C)ccn3n2)cc1,-8
FC(F)Sc1ccc(NC(=S)NCCCc2ccccc2)cc1,0
C/C=C/C=C/C(=O)N1CCN(CC(F)(F)F)CC1,0
O=[N+]([O-])c1cc(S(=O)(=O)Nc2ccccc2)ccc1N/N=C/c1c(F)c(F)c(F)c(F)c1F,12
CCOc1cc(CN2CCCCCC2c2cccc(F)c2)ccc1OCC(N)=O (centres undefined),7
CCCN1CCC(N(C)C(=O)Nc2ccc(F)cc2F)CC1,5
O=C(CSc1nccn1Cc1ccccc1Cl)Nc1cccc(F)c1,2
Cc1ccc(-c2nc(C(=O)N3CCN(C(C#N)c4ccc(F)cc4)CC3)cs2)cc1 (centres undefined),6
Cc1cc2oc(=O)cc(CN3CCN(c4ccc(F)cc4)CC3)c2cc1O,-21
CCC(C)NC(=O)CSc1nc(-c2ccccc2)cc(C(F)(F)F)n1 (centres undefined),8
O=C(O)CNCc1ccc(F)cc1,-10
Cc1oc2cc(OCC(=O)Nc3ccccc3F)ccc2c(=O)c1Oc1ccccc1,-2
Fc1nc(F)c(F)c(Sc2cccc3cccnc23)c1F,0
Cn1ccnc1C(O)(CC(=O)Nc1ccccc1)C(F)(F)F (centres undefined),-5
N#CCCC(C#N)Cn1nc(-c2ccc(F)cc2)c2ccccc2c1=O (centres undefined),2

# Returning to the listing, repeating the five entries before the break.
SMILES,LDHA block
C=CCN(CC(=O)NC(N)=O)Cc1ccc(OC)cc1,-7
Nc1ccc2c(c1)C(=O)NC2,-2
O=C(NCc1ccncc1)c1cc(-c2ccncc2)nc2ccccc12,-6
N#CCCC(C#N)Cn1nc(-c2ccc(F)cc2)c2ccccc2c1=O (centres undefined),2
Cc1ccc(CNCCN2CCCC2)cc1,-5
Cc1noc(-c2cc3cc(Br)ccc3o2)n1,-1
N#Cc1ccc(/C=N/Nc2ccc(S(=O)(=O)Nc3cccc(Cl)c3)cc2[N+](=O)[O-])cc1,-3
CCc1ccc(/C(C)=N/NC(=O)c2ccc(C(C)(C)C)cc2)cc1,-1
CC(C)c1ccccc1OCC(=O)NC1CCc2ccccc21 (centres undefined),5
COc1cccc(OC)c1C(=O)C1CC(=O)Nc2c1c(C)nn2-c1cc(C)cc(C)c1 (centres undefined),0
Cc1cc(C)cc(NC(=O)C2CC(=O)N(C(C)(C)C)C2)c1 (centres undefined),-5
COCCOc1ccc2c(C)cc(=O)oc2c1,4
O=C(NCc1ccc(S(=O)(=O)N2CCOCC2)cc1)c1cc(-c2ccncc2)nc2ccccc12,0
c1nc(NCCCN2CCOCC2)c2cc(-c3ccc4c(c3)OCO4)ccc2n1,0
CC(O)c1ccccc1[N+](=O)[O-] (centres undefined),10
COc1ccc(/C=C(\C#N)C(=O)C(C)(C)C)c(OC)c1,0
Cc1ccc(C(=O)C(C)OC(=O)c2ccc3ccccc3n2)cc1 (centres undefined),2
COc1ccc(CCCN)cc1,-7
Cc1cc(S(=O)(=O)c2cc3ccccc3oc2=O)ccc1F,2
O=[S+]([O-])(c1c(F)cccc1F)N1CCN([S+](=O)([O-])c2cccc3nonc23)CC1,1
COc1ccc(CNC(=O)c2cccc3ccccc23)cc1,-4
Cc1sc2nc(SCc3c(F)cccc3Cl)n(CCCN3CCOCC3)c(=O)c2c1C,-1
CCOC(=O)c1cnc(NC2CCCCC2)c2ccccc12,2
CC(C)C[C@H]1COc2cc(N(C)CCO)ccc2S(=O)(=O)N1,-4
CCN(CC(=O)NC(=O)NCC(F)(F)F)Cc1cccc(C)c1,6
COc1ccc(NC(=O)CC2Sc3ccccc3NC2=O)cc1 (centres undefined),6
COc1cc(C2Nc3ccccc3C(=O)N2Cc2ccccc2)ccc1OCc1ccc(NC(C)=O)cc1 (centres undefined),13
Cc1ccc2c(COC(=O)COc3ccccc3)cc(=O)oc2c1C,10
COC(=O)c1c(C)[nH]c(C(=O)c2oc3ccc(OC)cc3c2C)c1C,10
Cc1ccc(CN(C)C(=O)c2cc(S(=O)(=O)Nc3ccc(C)cc3)ccc2C)cc1,3
SMILES,LDHA block
COc1ccc(-c2c(C)c3cc(OS(=O)(=O)c4ccc(C)cc4)ccc3oc2=O)cc1OC,6
CCC(C(=O)Nc1ccc2c(c1)OCCO2)n1nc(-c2cc(C)ccc2C)ccc1=O (centres undefined),5
Cc1cc(C)c(S(=O)(=O)NCCc2csc3nc(-c4ccc(F)cc4)nn23)c(C)c1,-5
O=C(O)c1cc(-c2ccco2)nc2c(Cl)cccc12,-2
COc1cc(OC)c(C(=O)/C=C/c2ccc(C#N)cc2)cc1Cl,0
CCOC(=O)c1c(-c2ccc(OC)cc2)csc1NC(=O)CNC(C)(C)C,0
Cc1ccc(-n2c(SCC(=O)Nc3ccc(F)c(Cl)c3)nc3c(=O)[nH]cnc32)cc1,-21
CC(=O)c1ccccc1NC(=O)CSC1=Nc2ccccc2C2CC=NN12 (centres undefined),-2
CCCSc1nn(CCN(C)C)c2nc3sc4c(c3c(=O)n12)CCCCC4,-22
N#Cc1ccc(Cn2c(CN3CCCCC3)nc3scc(-c4cccs4)c3c2=O)cc1,0
CCc1c(C)sc(NC(=O)/C=C/c2ccccc2)c1C#N,-17
CCc1c(-c2ccccc2F)ncn1Cc1cccc(-c2ccccc2)c1,2
CCOC(=O)c1cc(S(=O)(=O)N(C)CC(=O)Nc2cccc(C)c2C)cn1C,-8
COc1cc(Cl)c(NC(=O)c2ccc3c(=O)n4c(nc3c2)CCCCCC4)cc1OC,2
CCCn1nnc(NC(=O)c2cc3ccccc3cc2OC)n1,-3
CCOc1ccccc1-c1cc(C(=O)O)c2ccccc2n1,-14
Cn1c(=O)[nH]c(=O)c2c1nc(N1CCNCC1)n2CCCc1ccccc1,-1
O=C1NC[C@H](CCCCN2C[C@H](Cc3ccc(O)cc3)N(CCc3ccccc3)C(=O)C2=O)N(Cc2ccccc2)C1=O,-6
Cc1nc2nc3ccn(CCN4CCOCC4)c(=O)c3c(-c3ccccc3)n2n1,2
CC(C)c1noc(-c2ccccc2OCC(=O)NC(C)c2ccc(Cl)cc2)n1 (centres undefined),11
CCN1CCN(c2ccc(C(=O)O)cc2NS(=O)(=O)c2ccccc2)CC1,8
CCc1ccc2c(c1)NC(c1ccc(C)o1)=NC(c1ccc(F)cc1)=N2,16
COc1ccccc1NC(=O)c1c(C)cc(C)nc1SCC(=O)NC1CCCCC1,-7
O=C(NCc1cccc(Br)c1)C1CCN(CC(F)(F)F)CC1,3
O=C(c1cccs1)C(O)c1cccs1 (centres undefined),11

# Screening results (PubChem BioAssay)
